TNF necrop inh = inhibitors of TNF-alpha triggered necroptosis, primary screen, cell-based, Jurkat FADD-/-, single concentration; Jurkat FADD-/- TNF necroptosis rescue, ATP luminescence, 24 h; 0 = TNF only, 100 = no-TNF cells; activation (protection from cell death), % at 10 µM; 220,000 compounds, 0.068% hits; AID 463075, 2010;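 active = activation, meaning protection from cell death, of at least 50% relative to plate controls; inactive = activation below 50%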;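 also: necroptosis triggered by 40 ng/mL TNF-alpha added together with compound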
Rad51 HR inh = human RAD51 strand exchange inhibitors, primary screen, biochemical, fluorescence | 200,000 compounds, 0.085% hits | inhibition, % at 10 µM | hRad51 DNA strand exchange, fluorescence dequenching | AID 1385, 2008 | DNA repair protein RAD51 homolog 1 (Homo sapiens), Q06609;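 active = inhibition above 40% at the single screening dose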;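 also: 0% = DMSO control wells and 100% = blanks with heterologous ssDNA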
Target sequence (Q06609 whole entry, looked up): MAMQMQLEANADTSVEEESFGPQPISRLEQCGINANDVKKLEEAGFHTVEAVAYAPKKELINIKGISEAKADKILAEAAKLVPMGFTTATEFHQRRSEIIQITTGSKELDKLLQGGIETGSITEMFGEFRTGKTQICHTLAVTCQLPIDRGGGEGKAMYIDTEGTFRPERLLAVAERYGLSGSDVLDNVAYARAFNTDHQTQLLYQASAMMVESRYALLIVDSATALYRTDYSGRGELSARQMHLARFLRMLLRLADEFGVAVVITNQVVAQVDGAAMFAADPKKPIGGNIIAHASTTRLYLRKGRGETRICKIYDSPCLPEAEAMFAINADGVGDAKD
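Read-out basis: percent inhibition relative to plate controls and blanks / Assay system: human Rad51 nucleoprotein filaments preassembled on unlabelled ssDNA / Timing: filaments 15 min 37 °C, then compound 30 min / Control set: per-plate controls and blanks / Technique: fluorescence dequenching at 485/520 nm / Compound: 10 µM final, single point / Also added: Fluorescein- and BHQ1-tagged 47-mer duplex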
thrombin 1536 = human alpha-thrombin inhibitors, primary screen, counter-screen for coagulation protease inhibitor project, biochemical, 1536-well, fluorogenic AMC substrate. Boc-VPR-AMC fluorogenic substrate cleavage. 220,000 compounds, 0.26% hits. Prothrombin (Homo sapiens), P00734. inhibition, % at 5 µM;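 active = inhibition at or above 40%; inactive = inhibition below 40%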;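 also: 0% = enzyme with no compound and 100% = wells without enzyme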
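Material: human alpha-thrombin protein; Also added: Boc-VPR-AMC substrate, 15 µM final; Timing: enzyme reaction carried out at room temperature; Signal: fluorescence, ex 355 nm, em 460 nm; Measure: % inhibition of thrombin; Controls: enzyme without compound as high, wells lacking enzyme as low.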
Cl transport mod = KCC2 cotransporter modulators, thallium flux, primary screen, cell-based, HEK293 KCC2, FluoZin-2 fluorescence, MLSMR. Solute carrier family 12 member 5 (Homo sapiens), Q9H2X9. KCC2 cells, thallium flux FluoZin-2 fluorescence. B-score of Tl+ flux slope (higher = more flux/activation; lower = inhibition) at 10 µM. 190,000 compounds, 2.2% hits. AID 1456, 2008;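 active = thallium flux slope and its plate-corrected score both differing from the plate sample mean at a set confidence after two filtering rounds, in either direction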;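 also: slope of fluorescence scaled to starting intensity during 10 to 20 s after thallium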
Hck Nef HTS = inhibitors of Nef-activated human Hck kinase, primary screen, biochemical, Z-Lyte FRET, 384-well, Hck-YEEI; Recombinant Hck-YEEI plus Nef, Z-Lyte FRET kinase assay; inhibition, % at 20 µM; Tyrosine-protein kinase HCK (Homo sapiens), P08631; 220,000 compounds, 0.68% hits;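 active = Hck-Nef kinase inhibition above about 50%, limit read from the data; inactive = inhibition below that limit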;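 also: 0% = DMSO with Hck plus Nef and 100% = Hck alone without Nef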
FXIa inh = human FXIa protease inhibitors, primary screen, biochemical, 1536-well. Coagulation factor XI (Homo sapiens), P03951. purified FXIa, Boc-Glu-Ala-Arg-AMC fluorogenic substrate. inhibition, % at 5 µM. 220,000 compounds, 0.14% hits;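 active = inhibition of at least 40%; inactive = inhibition below 40%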;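 also: fluorescence of freed AMC excited at 355 nm; 0% = enzyme without compound and 100% = no enzyme blank; many of its hits are not listed in these tables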
Target sequence (P03951 19-387 limits assumed): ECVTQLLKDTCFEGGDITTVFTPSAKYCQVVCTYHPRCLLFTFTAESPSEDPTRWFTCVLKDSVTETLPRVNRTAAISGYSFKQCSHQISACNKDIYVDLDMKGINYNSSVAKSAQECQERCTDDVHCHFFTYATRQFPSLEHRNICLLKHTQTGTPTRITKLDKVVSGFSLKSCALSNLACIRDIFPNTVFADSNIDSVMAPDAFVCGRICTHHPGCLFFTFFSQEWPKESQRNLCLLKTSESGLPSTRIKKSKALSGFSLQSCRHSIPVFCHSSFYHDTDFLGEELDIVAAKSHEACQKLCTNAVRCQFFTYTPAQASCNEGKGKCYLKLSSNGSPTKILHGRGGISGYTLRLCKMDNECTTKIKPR
Target sequence (P03951 388-625 limits assumed): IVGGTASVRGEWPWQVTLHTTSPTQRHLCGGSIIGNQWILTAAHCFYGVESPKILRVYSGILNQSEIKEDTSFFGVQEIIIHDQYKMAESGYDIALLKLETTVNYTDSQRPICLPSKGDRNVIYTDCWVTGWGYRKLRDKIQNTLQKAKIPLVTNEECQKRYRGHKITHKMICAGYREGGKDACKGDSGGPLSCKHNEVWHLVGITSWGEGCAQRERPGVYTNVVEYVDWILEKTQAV
FXIIa inh = human FXIIa protease inhibitors, primary screen, biochemical, 1536-well; 220,000 compounds, 0.3% hits; AID 800, 2007; inhibition, % at 5 µM; purified FXIIa, Boc-QGR-AMC fluorogenic substrate, 2 h; in the data active = inhibition above about 40%;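 also: 0% = enzyme with no compound and 100% = blank without enzyme; many of its hits are not listed in these tables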
zVAD death inh = inhibitors of zVAD-triggered necroptosis, primary screen, L929 cells | L929 zVAD necroptosis rescue, ATP luminescence, 24 h; with zVAD 60 µM | viability rescue, % at 10 µM | 220,000 compounds, 0.38% hits | AID 1377, 2008;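 active = activation, scaled between plate controls, above about 75%, limit read from the data; inactive = activation under that limit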;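 also: 0% = zVAD with DMSO and 100% = DMSO alone without zVAD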
hK5 inh = human KLK5 protease inhibitors, primary screen, biochemical, 1536-well | Kallikrein-5 (Homo sapiens), Q9Y337 | recombinant hK5, fluorogenic AMC substrate cleavage | inhibition, % at 5 µM | 210,000 compounds, 0.59% hits | AID 873, 2007;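 active = inhibition of 40% or more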;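 also: 0% = enzyme controls without compound and 100% = no-enzyme blanks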
An asterisk follows results filed as active.

COc1cc(C(=O)NCc2nnc(SCC(=O)Nc3ccc4c(c3)OCO4)o2)cc(OC)c1OC was read as TNF necrop inh 1.3, Rad51 HR inh 10, thrombin 1536 -4, Cl transport mod 0.015, Hck Nef HTS 14, FXIa inh 1, FXIIa inh 10, zVAD death inh -0.3 and hK5 inh 3.
CS(=O)(=O)ON=C1CCN(S(=O)(=O)c2ccccc2)CC1 was read as TNF necrop inh -0.5, Rad51 HR inh 12, thrombin 1536 1, Cl transport mod -0.22, Hck Nef HTS 22, FXIa inh -11, FXIIa inh 6, zVAD death inh 3.8 and hK5 inh 8.
`O=C(Cn1cnc2c(cnn2-c2ccccc2)c1=O)OCc1ccccc1` gave TNF necrop inh -3.5, Rad51 HR inh 1, thrombin 1536 5, Cl transport mod -1.4, Hck Nef HTS 2, FXIa inh 6, FXIIa inh 12, zVAD death inh 0.0 and hK5 inh 6.
`COc1ccccc1NC(=S)N(C(C)C)C(C)c1ccccn1` (stereo not drawn) gave TNF necrop inh 0.4, Rad51 HR inh 3, thrombin 1536 -1, Cl transport mod 0.31, Hck Nef HTS 7, FXIa inh -2, FXIIa inh 5, zVAD death inh 1.0 and hK5 inh -5.
Cc1occc1C(=O)NCc1ccc(C(=O)O)o1 was read as TNF necrop inh 1.3, Rad51 HR inh 1, thrombin 1536 -2, Cl transport mod 0.62, Hck Nef HTS 3, FXIa inh 2, FXIIa inh -6, zVAD death inh -0.1 and hK5 inh -10.
COc1cc2c(cc1OC)CN(C(=O)C(C)(C)C)CC2 was read as TNF necrop inh 0.3, Rad51 HR inh 12, thrombin 1536 -1, Cl transport mod -0.33, Hck Nef HTS 11, FXIa inh 4, FXIIa inh 11, zVAD death inh -0.6 and hK5 inh 3.
`CCOc1ccc(C(=O)NC(=S)Nc2ncccc2C)cc1[N+](=O)[O-]` gave TNF necrop inh 0.1, Rad51 HR inh 0, thrombin 1536 -5, Cl transport mod -0.58, Hck Nef HTS 4, FXIa inh 4, FXIIa inh 7, zVAD death inh 0.1 and hK5 inh -20.
O=C1NC[C@H](Cc2ccccc2)N(CCc2cccc(F)c2)C1=O was read as TNF necrop inh 0.6, Rad51 HR inh -1, thrombin 1536 3, Cl transport mod -0.62, Hck Nef HTS 22, FXIa inh 5, FXIIa inh 10, zVAD death inh 0.1 and hK5 inh 2.
Screening COC(=O)c1ccccc1NC(=O)C1CC(=O)N(C2CCCCC2)C1 (stereo not drawn) returned TNF necrop inh 1.5, Rad51 HR inh 6, thrombin 1536 28, Cl transport mod -0.019, Hck Nef HTS -3, FXIa inh 1, FXIIa inh 14, zVAD death inh 1.0 and hK5 inh 64*.
Screening CCOC(=O)C1=C(O)/C(=C/c2ccc(-c3ccccc3C(=O)O)o2)SC1=Nc1ccc(OC)cc1 returned TNF necrop inh 1.4, Rad51 HR inh -13, thrombin 1536 3, Cl transport mod 0.051, Hck Nef HTS 1, FXIa inh 4, FXIIa inh 16, zVAD death inh 0.4 and hK5 inh 4.
`Cc1nc(C)c(C(=O)Nc2ccc(Oc3ccccc3)cc2)o1` gave TNF necrop inh -7.4, Rad51 HR inh 10, thrombin 1536 -4, Cl transport mod -4*, Hck Nef HTS 20, FXIa inh 0, FXIIa inh 9, zVAD death inh -0.1 and hK5 inh 0.
Screening O=C(Cn1nnc2ccccc21)N1CCCCC1 returned TNF necrop inh -0.8, Rad51 HR inh -9, thrombin 1536 0, Cl transport mod 0.041, Hck Nef HTS -1, FXIa inh 2, FXIIa inh 8, zVAD death inh -0.3 and hK5 inh -2.
`Nc1ccc(C(=O)OCCCc2nc3ccccc3[nH]2)cc1` gave TNF necrop inh -1.3, Rad51 HR inh -3, thrombin 1536 -4, Cl transport mod 0.0087, Hck Nef HTS -1, FXIa inh 8, FXIIa inh 17, zVAD death inh 0.2 and hK5 inh -7.
`O=C(Nc1ccc2c(c1)OCO2)N1CCN(c2ccccc2)CC1` gave TNF necrop inh -1.3, Rad51 HR inh 7, thrombin 1536 1, Cl transport mod -1, Hck Nef HTS -3, FXIa inh 1, zVAD death inh 1.5 and hK5 inh 4.
O=c1oc(-c2cccc(C(F)(F)F)c2)nn1-c1ccc(C(F)(F)F)cn1 was read as TNF necrop inh 2.4, Rad51 HR inh 0, thrombin 1536 -2, Cl transport mod -0.88, Hck Nef HTS 9, FXIa inh 2, FXIIa inh 6, zVAD death inh 0.9 and hK5 inh 0.
`COc1cc(Cl)c(C)cc1NC(=O)CCCN1C(=O)CCC1=O` gave TNF necrop inh -0.4, Rad51 HR inh -10, thrombin 1536 3, Cl transport mod -0.48, Hck Nef HTS 1, FXIa inh -2, FXIIa inh 19, zVAD death inh 0.0 and hK5 inh -8.
For COc1ccc(NC(=O)c2cc3ccccc3o2)cc1 the results were TNF necrop inh -1.3, Rad51 HR inh 4, thrombin 1536 7, Cl transport mod -1.5, Hck Nef HTS 1, FXIa inh 3, FXIIa inh 8, zVAD death inh 18 and hK5 inh 4.
`COc1ccc(CNc2oc(Cc3cccc4ccccc34)nc2C#N)cc1` gave TNF necrop inh -3.0, Rad51 HR inh -3, thrombin 1536 0, Cl transport mod -5.2*, Hck Nef HTS 2, FXIa inh -1, FXIIa inh 16, zVAD death inh 0.3 and hK5 inh -10.
For COc1cccc(Nc2nc3ccccc3n3nnnc23)c1 the results were TNF necrop inh -5.3, Rad51 HR inh 0, thrombin 1536 -7, Cl transport mod -0.059, Hck Nef HTS 0, FXIa inh -1, FXIIa inh -3, zVAD death inh -0.3 and hK5 inh -20.
COCC(=O)N(c1ccc(C(C)C)cc1)C1C=CS(=O)(=O)C1 (stereo not drawn) was read as TNF necrop inh -0.8, Rad51 HR inh 1, thrombin 1536 -10, Cl transport mod -0.69, Hck Nef HTS 5, FXIa inh 2, FXIIa inh -6, zVAD death inh -0.1 and hK5 inh -4.
For COc1ccc2c(=O)c3c(=O)n(Cc4ccco4)c(C(C)C)nc3oc2c1 the results were TNF necrop inh -0.9, Rad51 HR inh 2, thrombin 1536 2, Cl transport mod -1.5, Hck Nef HTS 2, FXIa inh 6, FXIIa inh 13, zVAD death inh -0.1 and hK5 inh -9.
`CC(C)C(NC(=O)CNC(=O)OC(C)(C)C)C(=O)NCc1ccccc1` (stereo not drawn) gave TNF necrop inh -0.2, Rad51 HR inh -3, thrombin 1536 1, Cl transport mod 0.043, Hck Nef HTS 1, FXIa inh -4, FXIIa inh 5, zVAD death inh 0.1 and hK5 inh -19.
`CCn1cc(C(=O)N2CCCC2)c(=O)c2cc(S(=O)(=O)N3CCOCC3)ccc21` gave TNF necrop inh -0.1, Rad51 HR inh -1, thrombin 1536 -6, Cl transport mod 1, Hck Nef HTS 4, FXIa inh 0, FXIIa inh 10, zVAD death inh -0.5 and hK5 inh 6.
Screening COC(=O)C1=C(C)NC(=O)/C1=C\c1ccc2c(c1)OCO2 returned TNF necrop inh -1.1, Rad51 HR inh -3, thrombin 1536 -3, Cl transport mod -1.3, Hck Nef HTS 0, FXIa inh -4, FXIIa inh -7, zVAD death inh 1.3 and hK5 inh 3.
CCOCCCN(C(=O)CNC(=O)c1ccco1)C(C(=O)NC1CCCC1)c1ccccc1C (stereo not drawn) was read as TNF necrop inh -0.5, Rad51 HR inh 2, thrombin 1536 0, Cl transport mod 0.9, Hck Nef HTS -5, FXIa inh -1, FXIIa inh -4, zVAD death inh 1.3 and hK5 inh -4.
`COc1ccc(NC(=O)CCCCCN2C(=O)CCC2=O)cc1Cl` gave TNF necrop inh 1.1, Rad51 HR inh 4, thrombin 1536 5, Hck Nef HTS -2, FXIa inh 7, FXIIa inh 14, zVAD death inh -0.1 and hK5 inh 2.
Screening NC(=O)Cc1nc2scc(-c3ccc(Cl)cc3)c2c(=O)[nH]1 returned TNF necrop inh -3.6, Rad51 HR inh -7, thrombin 1536 3, Cl transport mod 0.094, Hck Nef HTS 20, FXIa inh 7, FXIIa inh 10, zVAD death inh -0.5 and hK5 inh 8.
Screening O=C(Nc1ccc(S(=O)(=O)Nc2ncccn2)cc1)c1ccccc1NS(=O)(=O)c1ccc(Cl)cc1 returned TNF necrop inh 2.5, Rad51 HR inh 3, thrombin 1536 0, Cl transport mod 0.34, Hck Nef HTS 12, FXIa inh 1, FXIIa inh 10, zVAD death inh -0.3 and hK5 inh -1.
`O=C(Oc1ccnc2cc(Cl)ccc12)N1CCCCCC1` gave TNF necrop inh -4.1, Rad51 HR inh -4, thrombin 1536 -4, Cl transport mod -1.1, Hck Nef HTS -5, FXIa inh -1, FXIIa inh -6, zVAD death inh -0.7 and hK5 inh 0.
For O=S(=O)(Nc1ccc(-c2cn3ccsc3n2)cc1)c1ccc2c(c1)OCCO2 the results were TNF necrop inh -3.8, Rad51 HR inh 3, thrombin 1536 -7, Cl transport mod -0.5, Hck Nef HTS 2, FXIa inh 4, FXIIa inh 8, zVAD death inh 1.0 and hK5 inh -8.
Fc1cccc(Cl)c1CSc1nnc(COc2cccc3cccnc23)o1 was read as TNF necrop inh -0.1, Rad51 HR inh 11, thrombin 1536 -1, Cl transport mod -0.78, Hck Nef HTS 3, FXIa inh -25, FXIIa inh 5, zVAD death inh -0.1 and hK5 inh 7.
CCc1ccccc1NC(=O)c1cnccn1 was read as TNF necrop inh -0.2, Rad51 HR inh -7, thrombin 1536 -7, Cl transport mod 0.82, Hck Nef HTS -6, FXIa inh -4, FXIIa inh -4, zVAD death inh 0.1 and hK5 inh -2.
`CCN(CC)S(=O)(=O)c1ccc2c(c1)c(=O)c(C(=O)NCCOC)cn2C` gave TNF necrop inh -2.5, Rad51 HR inh -4, thrombin 1536 -4, Hck Nef HTS -3, FXIa inh -4, FXIIa inh 5, zVAD death inh 0.4 and hK5 inh 1.
CN(C)S(=O)(=O)c1cc([N+](=O)[O-])ccc1N1CCCCCC1 was read as TNF necrop inh -3.7, Rad51 HR inh 5, thrombin 1536 5, Cl transport mod -0.26, Hck Nef HTS 7, FXIa inh -1, FXIIa inh 0, zVAD death inh -0.3 and hK5 inh 1.

Source: PubChem

An excerpt. The share of hits here may be higher or lower than overall.
